Screens (PubChem BioAssay)
Rac1 mut GTP – alters GTP binding to activated mutant human Rac1 | GST-Rac1 activated beads, fluorescent GTP binding, flow cytometry; actives lie on both sides; 100% means binding = to untreated wells | 0.11% of 190,000 active | percent activity (GTP binding), % at 10 µM;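 active = GTP binding at least 20 percentage points away from the 100% baseline, in either direction, so actives lie on both sides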
HRas wt GTP – modulators of GTP binding to human HRas wildtype | P01112 | GST-Ras wt beads, Bodipy-FL-GTP binding, flow cytometry; actives lie on both sides | GTP binding activity, % at 10 µM | 0.14% of 190,000 active;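 active = GTP binding activity at least 20% away from the 100% baseline, either lowered as inhibitor or raised as activator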;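 note: 0% = unlabeled GTP competition control and 100% = no-compound control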
Target sequence (P01112 whole entry, looked up): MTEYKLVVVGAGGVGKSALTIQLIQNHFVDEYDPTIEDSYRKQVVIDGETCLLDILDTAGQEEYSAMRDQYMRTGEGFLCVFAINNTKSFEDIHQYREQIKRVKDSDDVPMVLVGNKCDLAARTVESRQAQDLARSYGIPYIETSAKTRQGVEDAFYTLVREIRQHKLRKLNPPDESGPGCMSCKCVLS
Avidin bead fluor – compound fluoresces at 488/530 nm on avidin beads; compound fluorescence 488/530 nm, flow cytometry; stronger effect = higher value; 0.38% of 220,000 active; fluorescence (KMESF) at 10 µM; in the data active = fluorescence above about 47; note: inactives centre near 10
Pf gametocyte – kills late stage P. falciparum gametocytes; P. falciparum stage V gametocytes, ATP luminescence, 24 h; inhibition, % at 10.9 µM; 0.065% of 150,000 active; AID 743093;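 active = inhibition above the mean plus 3 SD of compounds within the control limits, set per campaign, cut at about 38% in these data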;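 note: 0% = DMSO wells and 100% = medium only without gametocytes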
Rab2A wt mod – changes GTP binding to wildtype dog Rab2A, up or down; P61105; GST-Rab2 wt beads, Bodipy-GTP binding, flow cytometry; GTP binding activity, % at 10 µM; 0.19% of 190,000 active;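 active = GTP binding activity at least 20 points away from 100%, either lowered or raised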;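 note: 0% = beads with excess unlabeled GTP and 100% = no-compound control corrected for plate trend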
Rac1 wt modul – human Rac1 wildtype GTP binding, inhibitors and activators. GST-Rac1 beads, fluorescent GTP binding, flow cytometry; actives lie on both sides; 0 = cold GTP competed, 100 = untreated. P63000. 0.27% of 190,000 active. AID 757. GTP binding activity (% of control), % at 10 µM;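 active = GTP binding activity at least 20 points away from the 100% control level, either lower or higher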
ABCG2 block – blocks JC-1 efflux by human ABCG2 transporter | 0.1% of 190,000 active | Q9UNQ0 | AID 1325 | IgMXP3 cells, flow cytometry | inhibition, % at 6.6 µM;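 active = inhibition above 80%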;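 note: 0% = DMSO and 100% = nicardipine control wells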
Target sequence (Q9UNQ0 whole entry, looked up): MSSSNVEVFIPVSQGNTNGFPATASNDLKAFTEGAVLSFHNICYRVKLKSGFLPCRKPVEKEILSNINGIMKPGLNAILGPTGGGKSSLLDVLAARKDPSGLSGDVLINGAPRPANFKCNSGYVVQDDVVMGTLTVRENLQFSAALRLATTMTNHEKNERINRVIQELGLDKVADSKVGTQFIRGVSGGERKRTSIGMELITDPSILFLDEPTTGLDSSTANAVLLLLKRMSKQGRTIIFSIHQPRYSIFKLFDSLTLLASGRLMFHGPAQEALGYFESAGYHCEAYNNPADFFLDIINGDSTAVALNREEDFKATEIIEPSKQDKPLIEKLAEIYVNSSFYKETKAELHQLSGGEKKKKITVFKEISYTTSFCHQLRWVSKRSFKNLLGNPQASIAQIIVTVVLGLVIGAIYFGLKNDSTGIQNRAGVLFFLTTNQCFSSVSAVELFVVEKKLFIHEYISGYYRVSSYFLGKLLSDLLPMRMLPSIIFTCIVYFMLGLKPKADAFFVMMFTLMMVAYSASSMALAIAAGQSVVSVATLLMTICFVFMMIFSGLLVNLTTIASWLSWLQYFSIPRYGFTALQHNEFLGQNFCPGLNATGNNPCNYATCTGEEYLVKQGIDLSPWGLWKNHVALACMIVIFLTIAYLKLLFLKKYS
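test system = two drug-resistant human cell lines, ABCG2 and ABCB1 | amount = 3 million cells/mL final, two lines in 1:1 ratio | reagent = JC-1 transporter substrate | doses = one concentration, 6.6 µM final | incubation = 10 min at 25 °C | signal = flow cytometric JC-1 green MFI at 530 nm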
GSH bead fluor – compound fluoresces at 488/530 nm on GSH beads; GSH beads flow cytometry, compound fluorescence 488/530 nm; stronger effect = higher value; fluorescence (KMESF) at 10 µM; 0.25% of 190,000 active; AID 1776; in the data active = fluorescence above about 89;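 note: glutathione beads carrying GST-tagged Bcl family fusion proteins plus one bare bead set; values are compound well signal with DMSO vehicle wells as background; inactives centre near 16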
Rab7 wt modul – alters GTP binding to wildtype dog Rab7 | GST-Rab7 beads, fluorescent GTP binding, flow cytometry; actives lie on both sides; untreated = 100%, excess cold GTP = 0% | GTP binding activity (percent of control), % at 10 µM | 0.055% of 190,000 active;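 active = fluorescent GTP binding to Rab7 beads changed by at least 20 points from the 100% baseline, either direction, mostly lower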;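 note: median green fluorescence of bound Bodipy-FL-GTP per Rab7 bead population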
Cdc42 wt – changes GTP binding to wildtype human Cdc42 | P60953 | GST-Cdc42 beads, Bodipy-GTP binding, flow cytometry; actives lie on both sides | percent activity (GTP binding), % at 10 µM | 0.2% of 190,000 active | AID 761;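 active = percent activity GTP binding at least 20 points away from the 100% baseline, either down as inhibitor or up as activator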;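 note: median bead fluorescence of bound Bodipy-FL-GTP at 100 nM; 0% = excess unlabeled GTP control and 100% = no compound control; below 100% means less GTP binding so inhibitor and above means activator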
Target sequence (P60953 whole entry, looked up): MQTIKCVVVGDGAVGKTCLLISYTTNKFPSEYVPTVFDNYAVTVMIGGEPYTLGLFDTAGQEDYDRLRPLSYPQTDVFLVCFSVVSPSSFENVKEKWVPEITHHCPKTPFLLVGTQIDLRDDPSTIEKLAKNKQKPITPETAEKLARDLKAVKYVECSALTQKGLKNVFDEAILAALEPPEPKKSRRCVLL
ABCB1 inh – inhibitors of human ABCB1 transporter, ABCG2 counter-screen | P08183 | 0.067% of 190,000 active | inhibition, % at 6.6 µM | CCRF-Adr cells, JC-1 efflux, flow cytometry; in the data active = inhibition above about 40%;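 note: 0% = vehicle and 100% = reference inhibitor; higher value means more JC-1 retained so stronger ABCB1 efflux block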
Numbers without * were called inactive; nt = not tested or not shown. This is a random part of the collection; any-hit rate near 1.1%.

SMILES | Rac1 mut GTP | HRas wt GTP | Avidin bead fluor | Pf gametocyte | Rab2A wt mod | Rac1 wt modul | ABCG2 block | GSH bead fluor | Rab7 wt modul | Cdc42 wt | ABCB1 inh
C1=C(CCNCC2CC2)CCCC1 | 100 | 99 | 35 | nt | 99 | 100 | 2 | 17 | 99 | 102 | 0.8
COc1ccc(S(=O)(=O)NC(N)=NCCc2ccccc2OC)cc1 | 96 | 98 | 5 | -2 | 98 | 98 | 7 | 20 | 104 | 96 | 0.4
c1ccc(OCCCc2nc(-c3ccncc3)no2)cc1 | 100 | 100 | 12 | nt | 99 | 101 | 12 | 24 | 99 | 101 | -0.6
S=c1[nH]nc(Cc2noc3ccccc23)n1-c1ccccc1 | 97 | 98 | 9 | nt | 96 | 98 | 4 | 9 | 93 | 97 | 0.5
CC(C)CN1C(=O)c2ccc(NC(=O)c3ccccc3F)cc2C1=O | 98 | 99 | 37 | nt | 98 | 99 | 2 | 19 | 98 | 99 | 0.2
Cc1ccc(SCC(=O)OCn2nnc3ccccc3c2=O)cc1C | 97 | 98 | 20 | -6 | 99 | 98 | 2 | 11 | 97 | 93 | 0.4
S=C(Nc1cccc(Cl)c1)N1CCOCC1 | 100 | 101 | 16 | nt | 103 | 105 | -1 | 34 | 102 | 103 | 0.1
C=CCn1c(SCC(=O)Nc2ccccc2OC)nnc1-c1ccccn1 | 98 | 100 | 28 | 2 | 99 | 103 | 53 | 23 | 95 | 101 | 0.6
CCc1ccc2c(c1)c(N=NC1=NC(=O)CS1)c(O)n2C | 92 | 98 | 22 | nt | 94 | 93 | 0 | 10 | 94 | 95 | -0.4
NC(=O)c1cccn(Cc2ccc(C(F)(F)F)cc2)c1=O | 96 | 98 | 13 | 3 | 98 | 98 | 5 | 14 | 100 | 98 | 2.4
O=C(CSc1ncn[nH]1)Nc1cccc2ccccc12 | 93 | 92 | 24 | nt | 92 | 91 | 5 | 29 | 90 | 94 | 1.7
O=C(CC1C(=O)NCCN1CC1CCCCC1)NCc1ccccc1Cl (stereo not drawn) | 95 | 95 | 10 | -11 | 96 | 96 | 2 | 9 | 94 | 96 | 1.1
O=C(Oc1ccccc1)c1cccc(N2C(=O)CCC2=O)c1 | 97 | 102 | 15 | nt | 101 | 100 | 0 | 6 | 100 | 98 | 0.2
Cc1ccc(/C=C/c2ccc(=O)n(Cc3ccc(Cl)cc3Cl)n2)cc1 | 96 | 98 | 6 | 14 | 99 | 101 | 5 | 33 | 97 | 99 | -0.8
C=CCNC(=O)c1ccccc1NC(=O)C1COc2ccccc2O1 (stereo not drawn) | 96 | 102 | nt | 6 | 101 | 104 | 3 | 12 | 103 | 100 | 0.1
CCCC12CN3CC(C)(CN(C1)C31CCCCC1)C2=O | 99 | 99 | 5 | nt | 99 | 102 | 3 | 11 | 96 | 101 | 0.5
CCCn1c(Cc2ccccc2)nnc1SCC(=O)N1CCOCC1 | 95 | 97 | 7 | -30 | 96 | 97 | 0 | 24 | 99 | 95 | 0.4
OCCN1CCN(CCOc2ccccc2-c2ccccc2)CC1 | 97 | 99 | 1 | -14 | 95 | 102 | 0 | 9 | 97 | 99 | 0.0
Cc1ccc(C(=O)N/C(=C/c2ccccc2)C(=O)NCC2CCCO2)cc1 (stereo not drawn) | 99 | 98 | 13 | -13 | 99 | 99 | 1 | 12 | 102 | 97 | 0.6
O=C(Cn1nnc(-c2ccccc2NC(=O)c2ccco2)n1)NC1CCCCC1 | 97 | 100 | 7 | 1 | 97 | 100 | 1 | 5 | 96 | 101 | 0.1

Reprinted from the part before: 2 compounds, then new ones.
SMILES | Rac1 mut GTP | HRas wt GTP | Avidin bead fluor | Pf gametocyte | Rab2A wt mod | Rac1 wt modul | ABCG2 block | GSH bead fluor | Rab7 wt modul | Cdc42 wt | ABCB1 inh
Cc1ccc(C(=O)N/C(=C/c2ccccc2)C(=O)NCC2CCCO2)cc1 (stereo not drawn) | 99 | 98 | 13 | -13 | 99 | 99 | 1 | 12 | 102 | 97 | 0.6
O=C(Cn1nnc(-c2ccccc2NC(=O)c2ccco2)n1)NC1CCCCC1 | 97 | 100 | 7 | 1 | 97 | 100 | 1 | 5 | 96 | 101 | 0.1
Cc1ccc(C)c(NC(=O)COC(=O)c2cccc3c2C(=O)c2ccccc2C3=O)c1 | 95 | 93 | 15 | -2 | 91 | 93 | 9 | 3 | 96 | 95 | 2.2
N#Cc1ccc(OCC(=O)N/N=C(\CCC(=O)O)c2cccs2)cc1 | 102 | 99 | 13 | 6 | 99 | 106 | 1 | 13 | 102 | 106 | -0.1
CN1CCN(c2ccc(Cl)cc2NC(=O)c2ccc(S(=O)(=O)N3CCCCCC3)cc2)CC1 | 102 | 101 | 6 | nt | 103 | 103 | 1 | 6 | 103 | 101 | 3.8
O=C(O)/C=C\C(=O)Nc1ccc(N2CCN(c3ccc(Cl)c(Cl)c3)CC2)cc1 | 96 | 95 | 5 | -24 | 94 | 97 | 2 | 10 | 94 | 96 | 0.4
O=C(CSc1nnc(Cc2ccccc2)o1)NC1CC2CCC1C2 (stereo not drawn) | 93 | 96 | 9 | nt | 96 | 95 | 6 | 24 | 98 | 95 | 0.9
Cc1cc2c(c(=O)n1Cc1ccco1)C(c1ccccc1)C(C#N)=C(N)O2 (stereo not drawn) | 96 | 102 | 11 | 6 | 99 | 108 | -1 | 51 | 103 | 103 | -1.3
CCCN1C(=O)c2ccc(C(=O)Nc3cc(C)on3)cc2C1=O | 103 | 102 | 9 | nt | 102 | 106 | 1 | 17 | 103 | 102 | 0.2
Cc1noc(C)c1C(=O)NC(C)c1ccc(Cl)cc1Cl (stereo not drawn) | 96 | 100 | 12 | 13 | 97 | 99 | -1 | 16 | 104 | 95 | -2.1
O=C(N/N=C/c1cccc([N+](=O)[O-])c1)c1cc(-c2ccccc2)nc2ccccc12 | 100 | 99 | 12 | -9 | 99 | 102 | 3 | 12 | 100 | 101 | -0.1
Cc1ccc(-n2cc(-c3ccc([N+](=O)[O-])cc3)[nH]c2=S)c(C)c1 | 97 | 97 | 10 | 7 | 98 | 97 | 0 | 18 | 100 | 97 | -0.1
COC(=O)Nc1nc(-c2ccc(F)cc2)c(C)s1 | 94 | 95 | 9 | -12 | 97 | 95 | 7 | 18 | 96 | 95 | -0.2
COc1ccccc1CNC(=O)C[n+]1ccccc1 | 103 | 105 | 9 | 18 | 107 | 112 | 2 | 10 | 106 | 109 | 0.3
Clc1ccccc1-c1nnc(-c2ccc3c(c2)OCO3)o1 | 95 | 98 | 14 | -20 | 97 | 96 | 41 | 12 | 102 | 97 | 0.3
CC(C)Cn1c(N)c(C=O)c(=O)[nH]c1=O | 99 | 96 | 12 | -6 | 98 | 99 | 6 | 10 | 95 | 102 | 2.3
Cc1ccccc1N1CCN(C(=O)c2ccc(Oc3ccc(C(F)(F)F)cn3)cc2)CC1 | 91 | 94 | 9 | nt | 90 | 93 | 2 | 46 | 95 | 94 | 1.1
CN1CCN(C(=O)c2ccc(CSc3nc4ccncc4n3Cc3ccc(F)cc3)cc2)CC1 | 99 | 100 | 6 | nt | 98 | 104 | 4 | 13 | 98 | 101 | 0.7
CC(C)c1ccc(NC(=O)c2cnn(-c3ccccc3)c2NC(=O)c2ccco2)cc1 | 97 | 100 | 9 | 4 | 97 | 104 | 14 | 27 | 98 | 97 | 0.6
CCOc1cc(/C=N/n2cnnc2)ccc1OS(=O)(=O)c1ccc(C)cc1 | 99 | 98 | 10 | nt | 98 | 98 | 7 | 11 | 96 | 99 | 2.4
COC(=O)c1cc2sc(Cl)cc2n1CC(=O)N1CCCc2ccccc21 | 99 | 104 | 12 | nt | 100 | 109 | 8 | 34 | 102 | 100 | -0.8
Nc1nc(C2CCCCC2)cs1 | 94 | 94 | 12 | 16 | 93 | 102 | 1 | 49 | 96 | 95 | 0.1
O=C(NCCc1nc2ccccc2[nH]1)c1ccc(Cl)c([N+](=O)[O-])c1 | 99 | 101 | 3 | 11 | 100 | 102 | 9 | 8 | 102 | 104 | 0.0
COc1ccc(S(=O)(=O)NCc2ccc3c(c2)OCO3)cc1C(=O)O | 101 | 101 | 7 | nt | 99 | 108 | 0 | 9 | 98 | 104 | 0.0
CCc1ccccc1N=C1SCC(=O)N1C | 97 | 101 | 7 | nt | 100 | 105 | 9 | 14 | 104 | 100 | 0.5
CCOCc1nnc(NC(=O)c2cccc(OC)c2)s1 | 96 | 101 | 10 | -8 | 105 | 110 | 5 | 15 | 107 | 104 | 0.0
COc1cccc(NC=C2C(=O)OC(C)(C)OC2=O)c1 | 100 | 99 | 28 | -25 | 101 | 106 | 16 | 23 | 99 | 103 | 0.5
c1ccc2c(c1)CCCC2C1=NCCN1 (stereo not drawn) | 98 | 101 | 7 | nt | 100 | 100 | -1 | 20 | 97 | 99 | -0.3
CCOC(=O)N/N=C/c1ccc(OCCSc2ccc(Cl)cc2)c(OC)c1 | 99 | 100 | 10 | nt | 98 | 105 | 19 | 13 | 99 | 102 | 1.3
COc1cc(NC(=O)c2ccc(Cl)cc2)c(OC)cc1NC(=O)CN1CCCCC1 | 95 | 98 | 11 | nt | 95 | 100 | 11 | 14 | 104 | 94 | 1.8
CS(=O)(=O)N1CCN(c2ccccc2NC(=O)c2cc(Br)ccc2Cl)CC1 | 95 | 99 | 8 | 8 | 101 | 99 | -2 | 13 | 105 | 98 | -1.2
Cc1ccc(S(=O)(=O)/N=C(\c2ccccc2)N(C)S(=O)(=O)c2ccc(C)cc2)cc1 | 99 | 104 | 8 | nt | 105 | 101 | 7 | 22 | 102 | 104 | 2.9
O=C(CN1N=C(c2ccc(Cl)cc2)CCC1=O)NCc1cccs1 | 93 | 99 | 23 | nt | 99 | 93 | 0 | 10 | 103 | 94 | -0.1
CC1(C)OC(=O)C(=CNc2cccc(C(=O)O)c2)C(=O)O1 | 94 | 92 | 20 | nt | 94 | 92 | 0 | 12 | 91 | 94 | -0.2
COCCNC(=O)C(=O)NNC(=O)c1ccccc1OC | 94 | 94 | 8 | nt | 95 | 95 | 0 | 10 | 97 | 94 | -0.5
CCCCn1c(SC(C)C(N)=O)nc2cc(C(=O)OC)ccc2c1=O (stereo not drawn) | 102 | 103 | 6 | 15 | 104 | 100 | 13 | 18 | 97 | 103 | 2.0
O=C1C2C3C=CC(C3)C2C(=O)N1CCN1CCN(S(=O)(=O)c2ccc3ccccc3c2)CC1 (stereo not drawn) | 94 | 96 | 12 | nt | 95 | 95 | 0 | 39 | 98 | 97 | 1.5
CSc1[nH]c(=O)c(C(=O)O)cc1C#N | 95 | 97 | 6 | nt | 97 | 96 | 1 | 28 | 95 | 99 | 0.3
